ERG Ets-DNA blk: blocks human ERG Ets domain binding to DNA. fluorescence polarization, His-ERG Ets domain / labelled DNA. Potency, µM (series often up to 76.9 µM), without a hit: top-dose FP activity, negative = inhibition, usual class: inhibitors. 370,000 compounds, 0.028% hits. AID 624246; active = well fitted inhibition curve with a large enough effect in the polarisation, with a control signal flat; inconclusive = small, poorly fitted or top-dose-only effect, or effect the other way, or a change in a side signal; inactive = no such curve, though single readings can be large or run the other way; the % refers to the polarisation;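 note: polarization taken with two DNA probes labelled with fluorescein and Texas red; potency is the fitted concentration of half-maximal effect; % of control where 0% means no effect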
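His-tagged ERG Ets domain (1 uM in the protein solution; 300mM KCl, 50mM Tris-HCl, 1mM EDTA, 1mM DTT, pH 7.5) received compound, then a probe mix of 5 nM fluorescein-DNA and 100nM Texas-615-DNA. Fluorescence polarization was read for both dyes.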
POLK inh: DNA polymerase kappa (human) inhibition; Potency, µM (doses to about 107 µM), for inactives: at the top dose activity, negative = inhibition, usual class: inhibitors; AID 588579; Q9UBT6; purified Pol kappa, fluorescent DNA synthesis assay, 10 min; 400,000 compounds, 0.53% hits; note: potency is the fitted concentration of half-maximal effect; % is set by controls: 0 for no effect and ±100 for the full control effect
Target sequence (Q9UBT6 whole entry, looked up): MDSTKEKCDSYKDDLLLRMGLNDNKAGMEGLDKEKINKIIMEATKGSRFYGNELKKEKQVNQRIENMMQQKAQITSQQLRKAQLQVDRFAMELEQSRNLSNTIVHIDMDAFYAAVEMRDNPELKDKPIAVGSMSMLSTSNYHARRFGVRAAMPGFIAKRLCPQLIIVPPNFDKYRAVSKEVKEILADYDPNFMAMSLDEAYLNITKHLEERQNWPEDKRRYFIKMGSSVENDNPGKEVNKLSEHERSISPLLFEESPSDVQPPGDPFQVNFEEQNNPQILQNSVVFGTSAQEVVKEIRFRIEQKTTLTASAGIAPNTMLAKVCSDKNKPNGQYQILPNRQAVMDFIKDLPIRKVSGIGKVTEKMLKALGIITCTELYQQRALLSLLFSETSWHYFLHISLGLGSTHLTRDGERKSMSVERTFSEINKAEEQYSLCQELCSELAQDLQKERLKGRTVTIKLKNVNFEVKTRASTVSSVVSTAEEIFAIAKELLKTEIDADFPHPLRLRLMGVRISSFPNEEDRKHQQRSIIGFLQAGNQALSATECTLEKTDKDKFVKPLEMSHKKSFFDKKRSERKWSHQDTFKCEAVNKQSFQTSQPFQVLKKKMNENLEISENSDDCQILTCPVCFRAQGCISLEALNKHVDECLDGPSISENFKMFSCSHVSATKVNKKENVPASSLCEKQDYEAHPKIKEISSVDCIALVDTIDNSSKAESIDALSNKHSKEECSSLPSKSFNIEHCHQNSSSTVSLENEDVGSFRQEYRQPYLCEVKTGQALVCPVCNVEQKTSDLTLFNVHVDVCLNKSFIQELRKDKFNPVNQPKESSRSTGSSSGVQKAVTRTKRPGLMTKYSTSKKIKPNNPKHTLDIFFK
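10 nM Pol kappa was preincubated with compounds for 15 min at room temperature. Reaction started with 50 nM (final) substrate. Fluorescence read kinetically at 0 and 10 min.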
APE1 inh: inhibitors of human APE1 endonuclease; P27695; 350,000 compounds, 0.35% hits; Potency, µM (doses to about 65.8 µM), for inactives: at the highest dose activity change, negative = inhibition, hits mostly inhibitors; recombinant APE1, TAMRA/BHQ-2 abasic DNA cleavage fluorescence;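 note: potency is the fitted concentration of half-maximal effect; plate controls were vehicle for no effect and reference inhibitor for full effect; nearly all actives have a fitted effect of over 55% in size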
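APE1 at 0.75 nM final was preincubated with compound 15 min at room temperature, then 50 nM double-stranded THF abasic-site substrate (5'-TAMRA/3'-BHQ-2) was added. Fluorescence (ex 525/em 598 nm) was read kinetically; third-minus-first read gave activity.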
Apoferritin bind: candidate novel general anesthetic via apoferritin binding. apoferritin/1-aminoanthracene competitive binding, fluorescence. Potency, µM (doses to about 77.5 µM), for inactives: top-dose activity change, negative = displacement, usual class: inhibitors. 350,000 compounds, 0.074% hits. AID 485281; note: potency is the fitted concentration of half-maximal effect; % is set by controls: 0 for no effect and ±100 for the full control effect; nearly all actives have a fitted effect of over 20% in size
Target sequence (P02791 2-175 limits assumed): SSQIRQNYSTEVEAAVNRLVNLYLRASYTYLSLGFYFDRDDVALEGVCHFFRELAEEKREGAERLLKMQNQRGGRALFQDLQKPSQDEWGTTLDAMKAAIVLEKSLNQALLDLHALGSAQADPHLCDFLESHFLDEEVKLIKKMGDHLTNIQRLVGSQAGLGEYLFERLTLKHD
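Horse-spleen apoferritin (10 uM) was mixed with 50% saturated 1-aminoanthracene in PBS, exposed to compounds for 10 min at room temperature, and read for fluorescence (ex 380 nm, em 535 nm). Competitive displacement was fitted with a four-parameter Hill equation.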
ALOX12 inh: blocks human arachidonate 12S-lipoxygenase | P18054 | Potency, µM (top dose mostly 108 µM), inactives show at the top dose activity change, negative = inhibition, most hits filed as inhibitors | purified 12hLO, xylenol orange hydroperoxide absorbance | 580,000 compounds, 1.1% hits; note: potency is the fitted concentration of half-maximal effect; % is set by controls: 0 for no effect and ±100 for the full control effect
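Purified human 12hLO at 150 nM in 25 mM Hepes, 0.01% Triton X-100, pH 7.0, preincubated 15 min at room temperature with compound. Reaction started with 40 uM arachidonic acid, 30 min at room temperature. Hydroperoxide measured by Fe-xylenol orange, 573/405 nm absorbance ratio.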
BLM inh: inhibitors of human Bloom syndrome helicase BLM; recombinant BLM DNA unwinding, fluorescence dequenching; AID 2528; Potency, µM (top dose mostly 56.1 µM), inactives show at the highest dose activity change, negative = inhibition, actives largely listed as inhibitors; P54132; 350,000 compounds, 0.2% hits;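 note: potency is the fitted concentration of half-maximal effect; plate controls were vehicle for no effect and no enzyme for full effect; nearly all actives have a fitted effect of over 35% in size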
TRHR agonist: activates the human TRH receptor | P34981 | TRHR cells, calcium flux fluo-8, FDSS agonist mode | activation, % at 2 µM | 360,000 compounds, 0.18% hits | AID 493084; in the data active = activation above about 30%; note: 0% is about no effect
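Agonist-mode FDSS calcium read (Ex 480/Em 530, 1 s cycles) in 1536-well TRHR cells with fluo-8 dye, after 10-cycle baseline and 23 nL compound addition; TRH at EC20 (10 nM final) added afterwards for the enhancer phase.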
Pol beta inh: inhibitors of human DNA polymerase beta. P06746. Pol beta primer extension/strand displacement, fluorescence kinetic. Potency, µM (highest dose often 114 µM), without a hit: top-dose activity change, negative = inhibition, usual class: inhibitors. 340,000 compounds, 1.3% hits. AID 485314; note: potency is the fitted concentration of half-maximal effect; % is set by controls: 0 for no effect and ±100 for the full control effect
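Human Pol beta at 10 nM; strand-displacement substrate 50 nM final. Compound exposure 15 min at room temperature before start, reaction 10 min at room temperature.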
Pol iota inh: inhibitors of human DNA polymerase iota. Potency, µM (series often up to 115 µM), without a hit: top-dose activity, negative = inhibition, actives largely listed as inhibitors. 390,000 compounds, 1% hits. Pol iota fluorescent replication assay, 10 min. AID 588590. Q9UNA4; note: potency is the fitted concentration of half-maximal effect
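Pol iota at 10 nM preincubated 15 min with compounds at room temperature; reaction started with fluorescent substrate, 50 nM final. Fluorescence read kinetically at 0 and 10 min; buffer-only wells as negative control.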
* = called active by the depositor; [ ] = another dose, or the depositor's remark. Unless noted, calls come from the whole dose curve; as a rule, active = well fitted curve in the direction sought with a large enough effect; inconclusive = small, poorly fitted or top-dose-only effect, or another doubt; inactive = no such curve, though single readings can be large; an effect the other way counts as inactive or inconclusive. These rows are one share of the data. The share of hits here may be higher or lower than overall.

Screening Cc1cc(N/N=C/c2ccc(O)cc2)c2cccc(C)c2n1 returned ERG Ets-DNA blk 9%, POLK inh -24%, APE1 inh inconclusive, Apoferritin bind -15%, ALOX12 inh 0%, BLM inh inconclusive, TRHR agonist 0.5, Pol beta inh 25µM* and Pol iota inh -24%.
CC(=O)Nc1cccc(Nc2nc(-c3cccs3)nc3ccccc23)c1 was read as ERG Ets-DNA blk 6%, POLK inh 3%, APE1 inh 4%, Apoferritin bind 22%, ALOX12 inh -2%, BLM inh -1%, TRHR agonist 0.1, Pol beta inh 1% and Pol iota inh 24%.
`CC1CCN(C(=O)c2ccc(S(=O)(=O)N3CCOCC3)cc2)CC1` gave ERG Ets-DNA blk 2%, POLK inh 9%, APE1 inh 29%, Apoferritin bind -7%, ALOX12 inh -4%, BLM inh 0%, TRHR agonist 1.0, Pol beta inh 39% and Pol iota inh 55%[activator].
`CC(=O)C(=Nc1cccc(Cl)c1)NNc1ccccc1C` gave ERG Ets-DNA blk 2%, POLK inh -14%, ALOX12 inh 59%[activator] and Pol iota inh 11%.
For Cc1cc(NC(=O)C(C)C)ncc1NC(=O)Cc1ccccc1 the results were ERG Ets-DNA blk 7%, POLK inh -3%, APE1 inh 1%, Apoferritin bind -14%, ALOX12 inh 63%[activator], BLM inh -6%, TRHR agonist 0.6, Pol beta inh -1% and Pol iota inh 27%.
COCCNC(=O)CN(c1cc(Cl)ccc1OC)S(=O)(=O)c1ccc(C)c([N+](=O)[O-])c1 was read as ERG Ets-DNA blk 6%, POLK inh 0%, APE1 inh 10%, Apoferritin bind -12%, ALOX12 inh -6%, BLM inh -2%, TRHR agonist -0.4, Pol beta inh -8% and Pol iota inh -23%.
Screening COc1cccc(NC(=O)CN(C)C(=O)c2cc(S(=O)(=O)NCc3ccccc3)ccc2C)c1 returned ERG Ets-DNA blk 9%, POLK inh -5%, APE1 inh 38%, Apoferritin bind -22%, ALOX12 inh 8%, BLM inh -3%, TRHR agonist 0.2, Pol beta inh 16% and Pol iota inh 16%.
For COC(=O)c1c(NC(=O)CN2CCN(Cc3ccc4c(c3)OCO4)CC2)sc(C)c1C the results were ERG Ets-DNA blk 0%, POLK inh 2%, APE1 inh -3%, Apoferritin bind 12%, ALOX12 inh -19%, BLM inh -4%, TRHR agonist 0.3, Pol beta inh inconclusive and Pol iota inh -9%.
Screening COc1ccc(OCc2nc3ccccc3n2C(C)C)cc1 returned ERG Ets-DNA blk 6%, POLK inh -8%, APE1 inh 5%, Apoferritin bind -23%, ALOX12 inh 5%, BLM inh -5%, TRHR agonist -0.7, Pol beta inh -3% and Pol iota inh 48%[activator].
`COC(=O)c1nn(-c2cccc(C(F)(F)F)c2)ccc1=O` gave ERG Ets-DNA blk -2%, POLK inh -4%, APE1 inh 45%, Apoferritin bind -3%, ALOX12 inh 72%[activator], BLM inh -1%, TRHR agonist 0.0, Pol beta inh 25% and Pol iota inh 8%.
For COc1ccc(CCNC(=O)Cn2nnc(-c3ccc(N(C)C)cc3)n2)cc1OC the results were ERG Ets-DNA blk 1%, POLK inh 0%, APE1 inh -6%, Apoferritin bind -7%, ALOX12 inh -12%, BLM inh -6%, TRHR agonist -0.5, Pol beta inh inconclusive and Pol iota inh 0%.
`COC(=O)CN1CCN(C(=O)c2ccc(F)cc2)c2ccccc2C1` gave ERG Ets-DNA blk -6%, POLK inh -10%, APE1 inh 3%, Apoferritin bind -7%, ALOX12 inh -7%, BLM inh 2%, TRHR agonist 0.2, Pol beta inh 1% and Pol iota inh 1%.
Screening CCOC(=O)c1c(NC(=O)COc2ncnc3ccccc23)sc(C(C)=O)c1C returned ERG Ets-DNA blk 8%, POLK inh -14%, APE1 inh inconclusive, Apoferritin bind -19%, ALOX12 inh -8%, BLM inh -6%, TRHR agonist 0.3, Pol beta inh -4% and Pol iota inh 16%.
Screening COc1ccccc1CC(=O)N1CCCC1 returned ERG Ets-DNA blk 2%, POLK inh -7%, APE1 inh 0%, Apoferritin bind -8%, ALOX12 inh 0%[57.4 µM], BLM inh -3%, TRHR agonist 0.5, Pol beta inh -11% and Pol iota inh 4%.
N#C/C(=N/Nc1ccccc1F)C(=N)N1CCOCC1 was read as POLK inh -5%, APE1 inh 21%, Apoferritin bind inconclusive, ALOX12 inh -15%, BLM inh -2%, TRHR agonist -0.6, Pol beta inh 17% and Pol iota inh 36%[activator].
Screening CS(=O)(=O)NCc1ccc(C(=O)NCc2ccccc2)cc1 returned ERG Ets-DNA blk -7%, POLK inh 5%, APE1 inh -16%, Apoferritin bind -5%, ALOX12 inh 14%, BLM inh -4%, TRHR agonist 0.5, Pol beta inh inconclusive and Pol iota inh -9%.
`O=C(COc1ccc(Cl)cc1)NNC(=O)c1ccc(=O)[nH]c1` gave ERG Ets-DNA blk 8%, POLK inh -5%, APE1 inh 13%, ALOX12 inh 0% and Pol iota inh 120%[activator].
`O=C(Nc1ccccc1Br)c1ccc2nccnc2c1` gave ERG Ets-DNA blk 0%, POLK inh 2%, APE1 inh 48%[activator], Apoferritin bind -2%, ALOX12 inh -3%, BLM inh -4%, TRHR agonist 0.2, Pol beta inh -26% and Pol iota inh -4%.
For Clc1ccc(Nc2nc(N3CCOCC3)nc(N3CCOCC3)n2)cc1Cl the results were ERG Ets-DNA blk -4%, POLK inh 1%, APE1 inh -21%, Apoferritin bind -1%, ALOX12 inh -26%, BLM inh 0%, TRHR agonist -0.5, Pol beta inh -6% and Pol iota inh inconclusive.
O=C(NC(=O)N1CCCCC1)c1ccc(Cl)cc1 was read as ERG Ets-DNA blk -3%, POLK inh 4%, APE1 inh 3%, Apoferritin bind -9%, ALOX12 inh -5%, BLM inh -1%, TRHR agonist 1.0, Pol beta inh 4% and Pol iota inh 24%.
Cn1ccnc1C(O)c1ccco1 (stereo not drawn) was read as POLK inh -8%, APE1 inh 2%, Apoferritin bind -10%, ALOX12 inh -19%, BLM inh -1%, TRHR agonist 0.1, Pol beta inh 8% and Pol iota inh -4%.
For CCOC(=O)CC(=O)CSc1ncc(C(=O)OCC)c(N)n1 the results were ERG Ets-DNA blk 10%, POLK inh 3%, APE1 inh 2%, Apoferritin bind -5%, ALOX12 inh 0%, BLM inh -7%, TRHR agonist 0.2, Pol beta inh 7% and Pol iota inh 6%.
COc1ccc(C2c3[nH]c4ccccc4c3C[C@H]3C(=O)N(CCCO)CC(=O)N23)c(OC)c1 (stereo partly drawn) was read as ERG Ets-DNA blk 6%, POLK inh -3%, APE1 inh 42%[activator], Apoferritin bind -5%, ALOX12 inh 13%, BLM inh 0%, TRHR agonist -1.5, Pol beta inh -9% and Pol iota inh 6%.
For CC(OC(=O)Cc1ccc(Cl)cc1)C(=O)NC1CCCCC1C (stereo not drawn) the results were ERG Ets-DNA blk 10%, POLK inh -4%, APE1 inh 3%, ALOX12 inh -23%, TRHR agonist -0.7 and Pol iota inh 46%[activator].
Screening COC(=O)c1ccccc1NC(=O)c1c(O)c2cccc3c2n(c1=O)CCC3 returned APE1 inh -2%, Apoferritin bind -7%, BLM inh -2%, TRHR agonist -0.2 and Pol beta inh -15%.
Cc1ccc(N2C(=O)[C@@H]3[C@H](C2=O)C2c4ccccc4C=CN2[C@@H]3C(=O)c2ccco2)cc1 (stereo partly drawn) was read as ERG Ets-DNA blk 8%, POLK inh -23%, APE1 inh inconclusive, Apoferritin bind -7%, ALOX12 inh inconclusive, BLM inh -25%, TRHR agonist 1.0, Pol beta inh 6% and Pol iota inh inconclusive.
`Cc1ccc2nc(SC(C)C(=O)N3CCCCC3)[nH]c2c1` (stereo not drawn) gave ERG Ets-DNA blk -1%, POLK inh -16%, APE1 inh 0%, Apoferritin bind -5%, ALOX12 inh -3%, BLM inh -1%, TRHR agonist -0.4, Pol beta inh -3% and Pol iota inh -2%.
Screening Cc1nn(C)c(C)c1S(=O)(=O)N(CC(=O)NCCCN1CC(C)CC(C)C1)c1ccc(C(C)C)cc1 (stereo not drawn) returned ERG Ets-DNA blk 0%, POLK inh -17%, APE1 inh -3%, Apoferritin bind 3%, ALOX12 inh 3%, BLM inh 3%, TRHR agonist 0.6, Pol beta inh -1% and Pol iota inh -2%.
`Brc1ccc2[nH]c3c(c2c1)CCC3` gave ERG Ets-DNA blk 8%, POLK inh 1%, APE1 inh 8%, Apoferritin bind -22%, ALOX12 inh -1%, BLM inh -8%, TRHR agonist 0.2, Pol beta inh -26% and Pol iota inh inconclusive.
Screening O=C(CSc1ccc(-c2ccco2)nn1)NCc1ccc(Cl)cc1 returned POLK inh -8%, APE1 inh 2%, Apoferritin bind 1%, ALOX12 inh inconclusive, BLM inh -5%, TRHR agonist -1.5, Pol beta inh inconclusive and Pol iota inh 12%.
`CS(=O)(=O)c1ccc(NC(=O)CCCc2nc3ccccc3c(=O)[nH]2)cc1` gave ERG Ets-DNA blk 3%, POLK inh -6%, APE1 inh 1%, ALOX12 inh -11%, TRHR agonist 0.5 and Pol iota inh 30%[activator].
Screening Cc1ccc(NC(=S)NC2CCN(Cc3ccccc3)CC2)cc1C returned ERG Ets-DNA blk -5%, POLK inh -3%, APE1 inh -2%, Apoferritin bind -22%, ALOX12 inh inconclusive, BLM inh 0%, TRHR agonist 1.3, Pol beta inh -1% and Pol iota inh 7%.
